aSyn rescue: alpha-synuclein toxicity inhibition in yeast. 370,000 tested, 0.14% active. Potency, µM (top dose mostly 46.1 µM), for inactives: at the top dose growth rescue (activation), usual class: activators. Yeast expressing alpha-synuclein, growth rescue, BacTiter-Glo, 24 h; further: potency means the concentration at half of the fitted maximal effect; % of control where 0% means no effect; nearly all actives have a fitted effect of over 65% in size
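Screening used galactose-induced yeast with toxic alpha-synuclein levels, exposed to compound for 24 hr at 30 deg C. Cell growth, read with BacTiter-Glo luminescence, gave the measured signal.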
PTHR1 ag: activates the human parathyroid hormone receptor PTHR1; Potency, µM (doses to about 115 µM), inactives show top-dose activation, actives largely listed as activators; 410,000 tested, 0.075% active; Q03431; HEK293 GP2 PTHR1 cells, GloSensor cAMP luminescence, 1 h; further: potency means the concentration at half of the fitted maximal effect; nearly all actives have a fitted effect of over 55% in size; some results filed as inactive show a strong effect at the top dose; inactives centre near -15; many of its hits are not listed in these tables
Target sequence (Q03431 whole entry, looked up): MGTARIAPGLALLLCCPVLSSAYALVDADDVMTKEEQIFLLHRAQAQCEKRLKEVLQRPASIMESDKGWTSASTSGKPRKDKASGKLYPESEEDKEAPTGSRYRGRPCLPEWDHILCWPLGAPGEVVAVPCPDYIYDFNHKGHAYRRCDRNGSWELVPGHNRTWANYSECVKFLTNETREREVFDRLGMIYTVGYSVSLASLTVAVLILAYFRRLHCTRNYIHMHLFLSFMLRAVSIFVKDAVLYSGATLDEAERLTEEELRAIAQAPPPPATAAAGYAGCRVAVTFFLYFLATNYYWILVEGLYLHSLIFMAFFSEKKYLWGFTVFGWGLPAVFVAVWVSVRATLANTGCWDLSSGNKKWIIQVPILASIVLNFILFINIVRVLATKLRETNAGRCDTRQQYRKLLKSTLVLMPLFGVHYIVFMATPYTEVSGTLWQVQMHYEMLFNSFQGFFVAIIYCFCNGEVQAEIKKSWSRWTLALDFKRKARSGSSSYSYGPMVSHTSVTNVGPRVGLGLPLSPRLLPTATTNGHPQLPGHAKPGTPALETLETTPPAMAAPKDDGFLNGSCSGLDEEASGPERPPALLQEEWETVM
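HEK-293-derived GP2 cells expressing PTHR1 and a GloSensor cAMP reporter, 3,000/well, plated overnight, given luciferin plus IBMX (each 0.5 mM as added) for 1 h at 37 °C, then compound for 1 h at 37 °C. Luminescence was read after 15 min at room temperature.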
TDP-43 yeast inh: TDP-43 toxicity inhibition in yeast; AID 652104; Potency, µM (highest dose often 46.1 µM), for inactives: at the highest dose growth rescue (activation), hits mostly activators; 410,000 tested, 1.8% active; TDP-43 expressing yeast growth rescue, BacTiter-Glo, 24 h; further: potency means the concentration at half of the fitted maximal effect; % of control where 0% means no effect; nearly all actives have a fitted effect of over 50% in size
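Readout is BacTiter-Glo luminescence of cell growth, so inhibitors register as activators. TDP-43-expressing yeast at OD600=0.02 in galactose medium, after raffinose pregrowth to mid-log, were incubated with compound for 24 hr at 30 deg C.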
FUS yeast rescue: FUS proteinopathy suppression in yeast | Potency, µM (series often up to 76.6 µM), for the others: at the highest dose growth rescue (activation), most hits filed as activators | S. cerevisiae FUS-expressing, growth rescue, OD600, 24 h | 390,000 tested, 0.24% active;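 further: potency means the concentration at half of the fitted maximal effect; plate controls were DMSO vehicle for no effect and reference control for full effect; nearly all actives have a fitted effect of over 55% in size; some results filed as inactive show a strong effect at the top dose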
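Compound concentration series was pinned onto galactose-induced FUS-expressing yeast seeded at OD 0.005. Plates sat 24hr at 30C; absorbance at 600 nm gave growth. DMSO served as background control.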
D3 antag: antagonists of human D3 dopamine receptor; 360,000 tested, 2.5% active; AID 652054; max response, negative = inhibition, %; P35462; D3R cells, DiscoveRx beta-arrestin luminescence, antagonist mode; active compounds read low; in the data active means max response below about -50%; inconclusive means no clear call, values can overlap the other calls; further: on the % scale 0 is the no-effect control and ±100 the full control effect; mostly tested at two doses, the higher about 12 µM
Target sequence (P35462 whole entry, looked up): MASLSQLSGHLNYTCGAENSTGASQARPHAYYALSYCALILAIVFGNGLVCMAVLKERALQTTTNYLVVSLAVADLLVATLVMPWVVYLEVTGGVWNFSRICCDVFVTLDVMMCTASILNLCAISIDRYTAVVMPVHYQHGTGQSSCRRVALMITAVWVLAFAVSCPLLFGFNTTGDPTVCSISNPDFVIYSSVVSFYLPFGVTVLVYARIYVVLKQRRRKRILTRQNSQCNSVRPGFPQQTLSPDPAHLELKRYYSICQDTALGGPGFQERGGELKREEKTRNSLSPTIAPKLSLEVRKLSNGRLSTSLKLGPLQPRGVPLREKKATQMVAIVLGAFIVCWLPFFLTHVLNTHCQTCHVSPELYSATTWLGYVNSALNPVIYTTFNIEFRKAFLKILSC
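Cells plated overnight at 1500 cells/well, then exposed to library compounds with dopamine controls for 90 minutes at 37 degrees C. DiscoveRx reagent added for 30–60 minutes at room temperature; luminescence read, quantitative HTS format.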
pAkt inh: blocks phosphorylation of Akt; Neuro2A IGF-stimulated pAkt S473 HTRF, 20 min; active compounds read low; activity change, % for hits at 50 µM; 360,000 tested, 0.32% active; in the data active means activity change below about -80%; inconclusive means mostly about -51% to -80%; further: on the % scale 0 is the no-effect control and ±100 the full control effect
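Single-point screen (50 µM final compound) in Neuro2A cells stimulated 20 min with 6 nM IGF at 37 deg C. After lysis, Ser473-phosphorylated Akt read by HTRF (ex 330 nm, em 615/665 nm) as the 665/615 ratio.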
GLP-1R agonist: GLP-1 receptor (human) agonism | Potency, µM (titrated, usually from 45.6 µM), inactives show top-dose activation, hits mostly activators | P43220 | HEK293 GLP-1R CRE-luciferase, luminescence, 4-6 h; cells express a hypersensitive GLP-1R form | 380,000 tested, 0.007% active; further: potency means the concentration at half of the fitted maximal effect; % of control where 0% means no effect
GLP-1R inv ag: GLP-1 receptor (human) inverse agonism | P43220 | HEK293 GLP-1R CRE-luciferase, luminescence, 24 h; GLP-1R form is constitutively active | 410,000 tested, 1.6% active | Potency, µM (titrated, usually from 38.3 µM), for inactives: at the top dose activity change, negative = inhibition, most hits filed as inhibitors; further: potency means the concentration at half of the fitted maximal effect; on the % scale 0 is the no-effect control and ±100 the full control effect; nearly all actives have a fitted effect of over 55% in size
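Constitutively active GLP-1R drives a cAMP-responsive luciferase in stably transfected HEK293 cells; test compounds are added after overnight (12 h) attachment and left 24 hr, and signal loss in luminescence marks inhibition.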
Abeta rescue: compounds reversing amyloid beta toxicity in yeast | 410,000 tested, 0.063% active | yeast expressing A-beta42, growth rescue, OD600, 48 h; response scale: 0% DMSO, 100% iron-clioquinol control | Potency, µM (doses to about 46.1 µM), for inactives: at the top dose growth rescue, usual class: activators | AID 1347071; further: potency means the concentration at half of the fitted maximal effect; nearly all actives have a fitted effect of over 55% in size
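Yeast A-beta toxicity model in growth medium with pinned compounds, 48 h at 30 C; growth read as absorbance at 600 nm. Normalized to FeCl3/clioquinol equimolar mix (positive) and DMSO (negative).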
* marks the source's active call; other numbers are inactive results; [ ] = dose if it differs, or a comment. Unless noted, the call rests on the fitted dose curve; in most records, active means well fitted curve in the direction sought with a large enough effect; inconclusive means small, poorly fitted or top-dose-only effect, or another doubt; inactive means no such curve, though single readings can be large; an effect the other way counts as inactive or inconclusive.

CNC(=O)c1ccccc1F was read as aSyn rescue 0%, PTHR1 ag inactive, TDP-43 yeast inh -16%, FUS yeast rescue inconclusive, D3 antag 3, pAkt inh inactive, GLP-1R agonist 3%, GLP-1R inv ag -1% and Abeta rescue -7%.
Screening CCOC(=O)CNS(=O)(=O)c1ccc(S(=O)(=O)N2CCCC2)cc1 returned aSyn rescue -1%, PTHR1 ag inactive, TDP-43 yeast inh -7%, FUS yeast rescue 6%, D3 antag 16, pAkt inh inactive, GLP-1R agonist 0%, GLP-1R inv ag -9% and Abeta rescue 21%.
For COC(=O)c1c(-c2ccc(OC)cc2)sc2cc(OC)c(OC)cc12 the results were aSyn rescue -10%, PTHR1 ag inactive, TDP-43 yeast inh 8%, FUS yeast rescue inconclusive, D3 antag 84, pAkt inh inactive, GLP-1R agonist 31%, GLP-1R inv ag 16% and Abeta rescue 0%.
Screening COc1cccc(NC(=O)c2nn(C34CC5CC(CC(C5)C3)C4)cc2[N+](=O)[O-])c1 returned aSyn rescue 1%, PTHR1 ag inactive, TDP-43 yeast inh 9%, FUS yeast rescue 26%, D3 antag -3, pAkt inh inactive, GLP-1R agonist 1%, GLP-1R inv ag inconclusive and Abeta rescue -10%.
`O=C(c1cc(-c2ccc3c(c2)OCO3)on1)N1CCN(c2ccccc2)CC1` gave aSyn rescue 3%, PTHR1 ag -95%[inhibitor], TDP-43 yeast inh 28%, FUS yeast rescue 15%, D3 antag 56, pAkt inh inactive, GLP-1R agonist -7%, GLP-1R inv ag -2% and Abeta rescue -9%.
COCCn1nnnc1C(c1cccs1)N1CCN2CCCC2C1 (stereo unspecified) was read as aSyn rescue 1%, PTHR1 ag -8%, TDP-43 yeast inh -32%, FUS yeast rescue 1%, D3 antag 6, pAkt inh inactive, GLP-1R agonist -1%, GLP-1R inv ag 10% and Abeta rescue -9%.
Screening CCN(CC)S(=O)(=O)c1ccc2c(c1)N(CC(=O)NCc1ccccn1)C(=O)CO2 returned aSyn rescue 3%, PTHR1 ag inactive, TDP-43 yeast inh 1%, FUS yeast rescue 7%, D3 antag 8, pAkt inh inactive, GLP-1R agonist -2%, GLP-1R inv ag -10% and Abeta rescue 14%.
`CCOc1cc(N2CCOCC2)c(OCC)cc1NC(=O)COC(=O)c1ccc(Cl)cc1N` gave aSyn rescue -1%, PTHR1 ag inactive, TDP-43 yeast inh 26%, FUS yeast rescue 6%, D3 antag -6, pAkt inh inactive, GLP-1R agonist 5%, GLP-1R inv ag -4% and Abeta rescue 7%.
Screening Cc1nn(CC(=O)N2CC(=O)Nc3ccccc32)c(C)c1[N+](=O)[O-] returned aSyn rescue -4%, PTHR1 ag inactive, TDP-43 yeast inh 18%, FUS yeast rescue 8%, D3 antag 12, pAkt inh inactive, GLP-1R agonist 1%, GLP-1R inv ag 0% and Abeta rescue -6%.
`CC(C)c1nnc(NC(=O)CSc2nc3ccccc3[nH]2)s1` gave aSyn rescue -3%, PTHR1 ag inactive, TDP-43 yeast inh -20%, FUS yeast rescue 25%, D3 antag -29, pAkt inh inactive, GLP-1R agonist 5%, GLP-1R inv ag 2% and Abeta rescue -2%.
For CCCc1nnc(SCC(=O)Nc2ccc(NC(C)=O)cc2)n1-n1cccc1 the results were aSyn rescue 0%, PTHR1 ag -6%, TDP-43 yeast inh 10%, FUS yeast rescue -4%, D3 antag 3, pAkt inh inactive, GLP-1R agonist -11%, GLP-1R inv ag 5% and Abeta rescue 14%.
`CC(CCN1C(Nc2ccccc2)=NC[C@@H]1Cc1ccccc1)c1ccccc1` (stereo partly specified) gave aSyn rescue -2%, PTHR1 ag inactive, TDP-43 yeast inh 0%, FUS yeast rescue 7%, D3 antag 12, pAkt inh inactive, GLP-1R agonist 2%, GLP-1R inv ag inconclusive and Abeta rescue 3%.
For O=C(NC1CCCCCCC1)c1ccc(Br)cc1 the results were aSyn rescue 3%, PTHR1 ag -19%, TDP-43 yeast inh -12%, FUS yeast rescue -9%, D3 antag 11, pAkt inh inactive, GLP-1R agonist 10%, GLP-1R inv ag -33% and Abeta rescue 18%.
Screening CC(C)C[C@@H](CNCC(=O)[C@H](CC(C)C)NC(=O)c1[nH]cnc1C(=O)N[C@H](CN)CC(C)C)NC(=O)c1nc[nH]c1C(=O)N[C@@H](Cc1ccccc1)C(=O)O returned aSyn rescue -1%, PTHR1 ag -19%, TDP-43 yeast inh 17%, FUS yeast rescue inconclusive, D3 antag 9, pAkt inh inactive, GLP-1R agonist -1%, GLP-1R inv ag 1% and Abeta rescue 0%.
`O=C(Nc1ccccc1Cl)NC1CCCCCCC1` gave aSyn rescue -6%, PTHR1 ag -12%, TDP-43 yeast inh -4%, FUS yeast rescue 9%, D3 antag 9, pAkt inh inactive, GLP-1R agonist 19%, GLP-1R inv ag inconclusive and Abeta rescue 8%.

3 compounds out of the list, sorted by number of heavy atoms, largest number first:
Screening CCN(CC)S(=O)(=O)c1ccc2c(c1)N(CC(=O)NCc1ccccn1)C(=O)CO2 returned aSyn rescue 3%, PTHR1 ag inactive, TDP-43 yeast inh 1%, FUS yeast rescue 7%, D3 antag 8, pAkt inh inactive, GLP-1R agonist -2%, GLP-1R inv ag -10% and Abeta rescue 14%.
Screening COc1cccc(NC(=O)c2nn(C34CC5CC(CC(C5)C3)C4)cc2[N+](=O)[O-])c1 returned aSyn rescue 1%, PTHR1 ag inactive, TDP-43 yeast inh 9%, FUS yeast rescue 26%, D3 antag -3, pAkt inh inactive, GLP-1R agonist 1%, GLP-1R inv ag inconclusive and Abeta rescue -10%.
`O=C(Nc1ccccc1Cl)NC1CCCCCCC1` gave aSyn rescue -6%, PTHR1 ag -12%, TDP-43 yeast inh -4%, FUS yeast rescue 9%, D3 antag 9, pAkt inh inactive, GLP-1R agonist 19%, GLP-1R inv ag inconclusive and Abeta rescue 8%.

More compounds
Screening CC(C)Oc1cccc(C(=O)C2CCCN(C(=O)c3cc(C(F)(F)F)[nH]n3)C2)c1 (stereo unspecified) returned aSyn rescue 8%, PTHR1 ag inactive, TDP-43 yeast inh -3%, FUS yeast rescue 30%, D3 antag 5, pAkt inh inactive, GLP-1R agonist -5%, GLP-1R inv ag inconclusive and Abeta rescue -9%.
`Clc1cccc(Cl)c1CON/C=N/c1ncnc2sccc12` gave aSyn rescue 5%, PTHR1 ag -46%[57.5 µM], TDP-43 yeast inh 0%, FUS yeast rescue -28%, D3 antag -5, pAkt inh inactive, GLP-1R agonist 2%, GLP-1R inv ag -17% and Abeta rescue 17%.
`CC(Oc1ccc2c3c(c(=O)oc2c1)CCCC3)C(=O)NCC(O)c1ccccc1` (stereo unspecified) gave aSyn rescue 7%, PTHR1 ag -10%, TDP-43 yeast inh 3%, FUS yeast rescue -8%, D3 antag 13, GLP-1R agonist 18%, GLP-1R inv ag 6% and Abeta rescue -11%.
CCOC(=O)c1sc2nccc(OC)c2c1N=CNOC was read as aSyn rescue inconclusive, PTHR1 ag inactive, TDP-43 yeast inh 29%[9.22 µM], FUS yeast rescue 15%, D3 antag 8, pAkt inh inactive, GLP-1R agonist 12%, GLP-1R inv ag 16%[7.66 µM] and Abeta rescue -21%.
For COc1cccc(C(=O)Nc2c(C(N)=O)oc3ccccc23)c1 the results were aSyn rescue -4%, PTHR1 ag -31%[inhibitor], TDP-43 yeast inh 26%, FUS yeast rescue -23%, D3 antag 23, pAkt inh inactive, GLP-1R agonist 11%, GLP-1R inv ag -30% and Abeta rescue 2%.
Screening COCCNC(=O)C(c1ccc(F)cc1)N(Cc1ccccc1)C(=O)CCC(=O)Nc1ccccn1 (stereo unspecified) returned aSyn rescue 4%, PTHR1 ag inconclusive, TDP-43 yeast inh 23%, FUS yeast rescue -8%, D3 antag 2, pAkt inh inactive, GLP-1R agonist 9%, GLP-1R inv ag -2% and Abeta rescue -16%.
Screening CCC1(c2ccccc2)NC(=O)N(CC(=O)NCc2ccc(C)cc2)C1=O (stereo unspecified) returned aSyn rescue -2%, PTHR1 ag inactive, TDP-43 yeast inh -3%, FUS yeast rescue 24%, D3 antag -12, pAkt inh inactive, GLP-1R agonist 4%, GLP-1R inv ag inconclusive and Abeta rescue 5%.
Screening CC1CCC2(CC1)NC(=O)N(CC(=O)Nc1ccc(N3CCOCC3)cc1)C2=O (stereo unspecified) returned aSyn rescue 1%, PTHR1 ag inactive, TDP-43 yeast inh -2%, FUS yeast rescue 21%, D3 antag 9, pAkt inh inactive, GLP-1R agonist 10%, GLP-1R inv ag 6% and Abeta rescue -4%.
C=CCSc1nc2sc(C)c(C)c2c(=O)n1CC=C was read as aSyn rescue -15%, PTHR1 ag inactive, TDP-43 yeast inh inconclusive, FUS yeast rescue 19%, D3 antag -16, pAkt inh inactive, GLP-1R agonist 19%, GLP-1R inv ag inconclusive and Abeta rescue 10%.
O=C(c1ccc(-c2cccc(C(F)(F)F)c2)o1)N1CCCC(C(F)(F)F)C1 (stereo unspecified) was read as aSyn rescue 8%, PTHR1 ag inactive, TDP-43 yeast inh -4%, FUS yeast rescue 30%, D3 antag 17, pAkt inh inactive, GLP-1R agonist inconclusive, GLP-1R inv ag inconclusive and Abeta rescue -1%.
Cc1ccc(CNC(=O)CCc2c(C)nc3c(-c4ccc(F)cc4)c(C)nn3c2C)cc1 was read as PTHR1 ag -37%[inhibitor], TDP-43 yeast inh 3%, FUS yeast rescue -38%, GLP-1R agonist -2%, GLP-1R inv ag 1% and Abeta rescue -6%.

Source: PubChem (National Center for Advancing Translational Sciences (NCATS))

This is a subset (hit frequency here may not be typical).
